tim10-1 inh: tim10-1 yeast growth inhibition. S. cerevisiae tim10-1 ts strain growth, BacTiter-Glo, 24 h. 330,000 tested, 2.2% active. AID 463190. inhibition, % at 20 µM;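 active means inhibition of at least 40%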;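 further: mutant grown at 25 °C; 0% = DMSO wells with yeast and 100% = wells holding no yeast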
APJ agonist: activates the human apelin receptor APJ; activation, % at 20 µM; CHO-K1 APJ PathHunter beta-arrestin, luminescence; 0% DMSO wells, 100% apelin; 330,000 tested, 0.11% active; P35414; AID 2520;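 active means activation more than six SD over the plate average, tested at 20 µM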;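 further: 0% = DMSO alone and 100% = apelin-13 at 10 nM; some results filed as inactive read as strong as hits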
Target sequence (P35414 whole entry, looked up): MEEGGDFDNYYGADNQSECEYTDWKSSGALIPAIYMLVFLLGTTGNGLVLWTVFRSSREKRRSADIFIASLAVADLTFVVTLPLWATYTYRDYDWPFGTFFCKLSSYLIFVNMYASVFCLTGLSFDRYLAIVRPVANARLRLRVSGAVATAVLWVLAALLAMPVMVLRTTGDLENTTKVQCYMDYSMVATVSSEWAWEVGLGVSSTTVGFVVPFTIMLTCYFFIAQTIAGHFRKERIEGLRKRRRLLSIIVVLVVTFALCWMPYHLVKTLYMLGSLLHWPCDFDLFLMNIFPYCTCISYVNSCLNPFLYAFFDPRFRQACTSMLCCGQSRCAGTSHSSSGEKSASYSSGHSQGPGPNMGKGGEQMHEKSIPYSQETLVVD
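Incubation: overnight seeding, 90 min compound at 25 °C, 1 h detection; test system: PathHunter CHO-K1 APJ (AGTRL-1) beta-arrestin reporter cells; amount: 1000 cells/well; doses: one dose, 20 µM compound, 1% DMSO; measured by: beta-gal luminescence; measure: agonist-driven arrestin binding to APJ; benchmarks: negative DMSO alone, positive Apelin-13 at 10 nM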
NLRP3 yeast inh: NALP3 inhibition in yeast; Yeast reconstituted NLRP3/ASC/caspase-1, beta-gal luminescence, 24 h; 330,000 tested, 0.39% active; inhibition, % at 10 µM;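 active means inhibition of 50% or more; inactive means inhibition below 50%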;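 further: plate controls were induced DMSO wells for no effect and uninduced yeast grown without galactose for full effect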
tim23-1 inh: inhibits growth of tim23-1 mutant yeast | S. cerevisiae tim23-1 growth, BacTiter-Glo luminescence, 24 h | inhibition, % at 20 µM | 330,000 tested, 1.3% active | AID 463212;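 active means growth inhibition of the mutant yeast at or above 50%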;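 further: temperature-sensitive mutant grown at 25 °C; plate controls were DMSO-treated mutant yeast for no effect and medium wells lacking yeast for full effect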
Mdm2-MdmX inh: inhibitors of human Mdm2/MdmX interaction; 330,000 tested, 3% active; SaOS-2 split-luciferase Mdm2/MdmX complementation, luminescence; inhibition, % at 8 µM; O15151+Q00987;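 active means inhibition of at least 50% at 8 µM in the primary screen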
XBP1 UPR activ: activators of adaptive arm of unfolded protein response (XBP1) | AID 463104 | activation, % at 20 µM | CHO-XBP1 luciferase reporter, IRE1-XBP1 UPR activation, luminescence; percent of tunicamycin response, DMSO as zero | 330,000 tested, 0.33% active;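 active means versus positive control, 20 µM dose yields 30% or more activation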;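 further: 100% = tunicamycin at 10 µg/mL and 0% = DMSO only wells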
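Material: CHO-XBP1 cells stably carrying IRE1-XBP1-driven luciferase reporter | Medium: F12 with 10% serum | Compound dosing: 20 µM single concentration, DMSO 1% | Incubation: Overnight seeding at 37 °C, 6 h compound treatment at 37 °C | Detection: Steady-Glo luminescence read | Read-out basis: % activation of reporter signal versus tunicamycin and DMSO controls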
NR3A LBD binder: modulators (binders) of human NR3A ligand-binding domain; NR3A LBD differential scanning fluorimetry, Tm shift; 0% = protein alone, 100% = glycine-bound protein; Tm shift relative to glycine control, % at 25 µM; 340,000 tested, 2.5% active;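 active means melting temperature shift of at least 10% of the positive control shift, at one fixed dose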
CHOP UPR activ: apoptotic UPR (CHOP) activation; CHO-CHOP luciferase reporter, luminescence; percent of tunicamycin response over DMSO baseline; activation, % at 10 µM; 330,000 tested, 0.34% active;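 active means at 10 µM dose, activation of 40% or more, normalized to positive control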;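 further: 100% = tunicamycin at 10 µg/mL and 0% = DMSO alone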
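Assay system: CHO cells with stable CHOP pathway luciferase reporter; Buffer or medium: F12 plus 10% serum; Times: 16-18 h cell attachment, then 6 h compound exposure, 37 °C; Signal: luciferase luminescence; Read-out basis: percent activation relative to tunicamycin control; Control set: tunicamycin high control, DMSO low control.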
TIM10 inh: TIM10 yeast growth inhibition; S. cerevisiae TIM10 strain growth, BacTiter-Glo luminescence, 24 h; inhibition, % at 10 µM; 330,000 tested, 1.4% active; AID 463195;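 active means inhibition of 40% or more at the single tested concentration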;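 further: wild-type TIM10 isogenic control strain grown at permissive 25 °C; 0% = DMSO yeast wells and 100% = minimal medium wells without yeast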
* hit, by the source's call.

nr	SMILES	APJ agonist	tim23-1 inh	NLRP3 yeast inh	tim10-1 inh	XBP1 UPR activ	Mdm2-MdmX inh	CHOP UPR activ	TIM10 inh	NR3A LBD binder
1	CCOC(=O)C1CCN(Cc2ccc(OC)cc2OC)CC1	-3	0	19	14	4	18	2.3	-6	-1
2	CCc1c(C)nc(Nc2nc(C)c3cc(OC)ccc3n2)[nH]c1=O	7	53*	11	42*	13	20	1.9	46*	-2
3	CC(C)CC(C(=O)NC(C)(C)C)N(Cc1cccs1)C(=O)c1snc(C(N)=O)c1N (stereo unspecified)	-3	34	8	10	-2	9	-2.9	2	-1
4	CC(=O)NC1(c2ccccc2)CCN(C(=O)N2CCOCC2)CC1	-5	12	-6	4	-2	20	-0.9	14	0
5	N#Cc1ccc(NC(=O)CSc2n[nH]c(=O)n2C2CC2)cc1	-1	2	7	-6	0	-12	0.2	1	2
6	c1ccc2c(c1)ncn2CCCOc1ccc2c(c1)CCC2	-5	34	18	18	5	-30	2.1	15	2
7	CC(C)(C)OC(=O)N/N=C\c1ccc([N+](=O)[O-])s1	4	78*	25	75*	-2	-14	2.6	58*	0
8	CCCc1nc(SCC(=O)Nc2ccccc2OC)c2c(=O)n(C)c(=O)n(C)c2n1	6	-15	-2	-19	1	25	1.4	-12	-4
9	CC(CCc1ccccc1)NC(=O)C1CCN(S(=O)(=O)N2CCCCC2)CC1 (stereo unspecified)	-5	10	-1	6	1	10	-1.0	-8	0
10	N#C/C(=C/c1ccc(Sc2nc3ccccc3[nH]2)o1)c1ccccc1F	-3	25	11	34	1	13	-0.5	19	-1
11	Cc1csc(SC(C)C(=O)Nc2ccc(S(=O)(=O)N3CCCC3)cc2)n1 (stereo unspecified)	-8	-5	1	7	-1	29	-1.3	2	6
12	O=c1[nH]ncc(N2CCN(Cc3ccccc3)CC2)c1Cl	-4	12	-1	17	-1	17	-1.6	-7	0
13	CCOC(=O)c1c(C)[nH]c(C(=O)OCC(=O)N2CCCC2=O)c1C	0	1	4	13	5	-10	2.5	2	2
14	O=c1[nH]cnc2c1ncn2[C@@H]1C[C@@H](O)[C@H](CO)O1	1	3	19	11	-6	-25	1.5	2	0
15	COc1ccc(-c2cccc(C(=O)NCC(=O)O)c2)cc1	-3	9	1	2	3	9	1.0	3	-4
16	O=C(NCCS(=O)(=O)NCC1CCCO1)c1ccccc1 (stereo unspecified)	-2	2	5	-20	0	12	0.4	-5	-1

Retrieved one by one from above, four records:
nr	SMILES	APJ agonist	tim23-1 inh	NLRP3 yeast inh	tim10-1 inh	XBP1 UPR activ	Mdm2-MdmX inh	CHOP UPR activ	TIM10 inh	NR3A LBD binder
11	Cc1csc(SC(C)C(=O)Nc2ccc(S(=O)(=O)N3CCCC3)cc2)n1 (stereo unspecified)	-8	-5	1	7	-1	29	-1.3	2	6
1	CCOC(=O)C1CCN(Cc2ccc(OC)cc2OC)CC1	-3	0	19	14	4	18	2.3	-6	-1
6	c1ccc2c(c1)ncn2CCCOc1ccc2c(c1)CCC2	-5	34	18	18	5	-30	2.1	15	2
8	CCCc1nc(SCC(=O)Nc2ccccc2OC)c2c(=O)n(C)c(=O)n(C)c2n1	6	-15	-2	-19	1	25	1.4	-12	-4

Continuation.
nr	SMILES	APJ agonist	tim23-1 inh	NLRP3 yeast inh	tim10-1 inh	XBP1 UPR activ	Mdm2-MdmX inh	CHOP UPR activ	TIM10 inh	NR3A LBD binder
17	Cc1cc([N+](=O)[O-])ccc1NC(=O)CCC(=O)N1CCCC1	14	11	1	-8	-2	-38	-0.6	12	-1
18	Cc1ccc(OCCCCNC2CCCC(C)C2C)c(C)c1 (stereo unspecified)	-3	-59	37	-1	0	56*	1.7	-3	0
19	CCOC(=O)c1c(C)n(C)c2ccc(OCC(O)CN3C(=O)c4ccccc4S3(=O)=O)cc12 (stereo unspecified)	2	32	15	22	3	10	1.4	14	2
20	O=C(NCCCN1CCOCC1)C1Nc2ccc(OC(F)(F)F)cc2C2C=CCC12 (stereo unspecified)	3	-11	19	15	2	2	-2.1	2	-2
21	Cn1cnc2c1c(=O)n(Cc1cccc(Br)c1)c(=O)n2C	-5	0	-2	14	2	1	0.5	0	1
22	COC(=O)c1c(C)[nH]c(O)c1C=Nc1ccc(C(C)C)cc1	-2	21	2	28	2	30	8.0	21	-10
23	CC(C)(C)c1ccc(/C=C2\SC(=O)N(CCNC(=O)c3cccc(S(=O)(=O)N4CCOCC4)c3)C2=O)cc1	0	20	3	10	-6	70*	-3.1	-4	4
24	O=C(NC1CCSc2ccccc21)c1c(F)cccc1Cl (stereo unspecified)	6	0	19	16	-7	17	3.7	-2	1
25	CCOC(=O)C1=C(C)NC(SCC(=O)Nc2cc(C)on2)=C(C#N)C1c1cccs1 (stereo unspecified)	6	1	-10	0	2	31	1.2	-3	-4
26	Cc1ccc(NC(=O)COc2nsnc2N2CCOCC2)cc1Cl	1	32	-4	31	0	8	-0.5	12	-8
27	Cc1ccc(S(=O)(=O)N(Cc2cc3cc4c(cc3[nH]c2=O)OCCO4)CC2CCCO2)cc1 (stereo unspecified)	5	-7	24	-5	7	13	0.1	-3	-15
28	O=C(COc1ccccc1Br)Nc1ccc(S(=O)(=O)N2CCCC2)cc1	-1	24	-13	37	2	17	0.3	34	-8
29	Cc1cccc(NC(=O)NC(C)CCc2ccccc2)c1 (stereo unspecified)	-3	16	-4	24	-1	-17	3.1	26	-5
30	Cn1cnnc1SCC(=O)Nc1ccc(Cl)c(S(=O)(=O)N2CCOCC2)c1	-3	-3	11	-10	2	25	1.0	9	-1
31	CCC1(CC)C(=O)C(C)(C)C(=O)OC1c1cccs1 (stereo unspecified)	-2	13	2	0	-5	-8	-1.6	6	3
32	Nc1ccc2oc(-c3cccc4ccccc34)nc2c1	1	47	19	19	-8	-28	-6.1	10	-6
33	CCn1c(SCC(=O)Nc2nccs2)nnc1-c1cccnc1	-3	-15	18	1	-7	9	0.8	0	2
34	O=C(NNC(=O)c1cccs1)c1ccc(Cl)c([N+](=O)[O-])c1	-3	11	11	10	1	-5	0.1	5	2
35	Cc1nn(CC(=O)NCc2ccc(OC(C)C)cc2)c(=O)c2cc(-c3ccccc3)nn12	-3	5	10	8	-4	49	0.2	-13	0
36	CCCCOc1ccc(C(=O)NCC(=O)NC2CCC(C)CC2)cc1 (stereo unspecified)	6	13	11	16	-1	11	-0.6	5	-2
37	CCCn1c(C)cc(C)c(C#N)c1=O	-3	-4	-14	-3	-3	15	0.8	-16	0
38	CCn1nnc(NC(=O)Cc2ccc(Cl)cc2)n1	-3	-8	-4	2	-1	12	5.4	4	0
39	COc1ccc(CC(=O)NCC2CCCN(Cc3ccc(OC)cc3F)C2)cc1 (stereo unspecified)	1	6	-5	24	-3	-42	-1.2	-4	2
40	Cc1ccc(S(=O)(=O)N(C)Cc2ccccc2)cc1C(=O)N1CCCCC1	-1	22	7	19	-5	21	1.4	-2	-2
41	Cc1ccc(NC(=O)c2nn(C34CC5CC(CC(C5)C3)C4)cc2[N+](=O)[O-])cc1	-4	49	5	34	1	-4	-0.1	38	-3
42	NS(=O)(=O)c1ccc(NC(=O)CSc2ccc3ccccc3n2)cc1	4	5	14	3	4	-1	2.5	-3	-3
43	COc1ccccc1CNC(=O)C(=O)Nc1ccc(C(=O)N2CCC(C)CC2)cc1	1	15	23	3	-3	23	0.3	-13	0
44	CCOc1ncccc1C(=O)Nc1ccc(C)cn1	7	12	-4	14	3	6	3.4	13	6
45	Cn1c(SCC(=O)N2c3ccccc3Sc3ccccc32)nnc1-c1ccco1	-2	-69	22	-29	-3	12	-2.9	-86	-3
46	COC(=O)CSc1nnc(NC(=O)/C=C\c2ccc3c(c2)OCO3)s1	2	3	5	21	-1	12	-2.7	-6	1

5 compounds out of the list, ordered by heavy-atom count, high to low.
nr	SMILES	APJ agonist	tim23-1 inh	NLRP3 yeast inh	tim10-1 inh	XBP1 UPR activ	Mdm2-MdmX inh	CHOP UPR activ	TIM10 inh	NR3A LBD binder
43	COc1ccccc1CNC(=O)C(=O)Nc1ccc(C(=O)N2CCC(C)CC2)cc1	1	15	23	3	-3	23	0.3	-13	0
45	Cn1c(SCC(=O)N2c3ccccc3Sc3ccccc32)nnc1-c1ccco1	-2	-69	22	-29	-3	12	-2.9	-86	-3
41	Cc1ccc(NC(=O)c2nn(C34CC5CC(CC(C5)C3)C4)cc2[N+](=O)[O-])cc1	-4	49	5	34	1	-4	-0.1	38	-3
42	NS(=O)(=O)c1ccc(NC(=O)CSc2ccc3ccccc3n2)cc1	4	5	14	3	4	-1	2.5	-3	-3
44	CCOc1ncccc1C(=O)Nc1ccc(C)cn1	7	12	-4	14	3	6	3.4	13	6

Source: PubChem BioAssay (Sanford-Burnham Center for Chemical Genomics)

No enrichment for hits; overall some 8.2% were active at least once.
